Assay outcomes deposited in PubChem BioAssay by National Center for Advancing Translational Sciences (NCATS).
HCV inh: inhibitors of hepatitis C virus infection; actives 3.4% (n = 340,000); Huh7.5.1 HCVcc-Cre infection, luciferase reporter, 44 h; Potency, µM (titrated, usually from 41.8 µM), without a hit: at the highest dose activity change, negative = inhibition, usual class: inhibitors; AID 651820; also: potency is read from the fitted curve at half-maximal effect
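Compounds are dispensed onto cells plated 4 h earlier at 1,000 per well, with HCVcc-Cre virus (about 0.5 moi) added next. Following 44 h of culture, luminescent signal is measured for 15 sec after 15 min with substrate at room temperature.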
HCMV inh: human cytomegalovirus inhibition; HFF cells, HCMV-luciferase reporter, 72 h; active compounds read low; activity change, negative = inhibition, % at 57.5 µM; actives 4.5% (n = 410,000); AID 1259415; in the data active = activity change below about -60%; inconclusive = no clear call, values can overlap the other calls; inactive = above about -39%
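After 16 h attachment at 37C, HFF cells received test compound and HCMV-luciferase (1 PFU/cell); reporter luminescence read 72 h later, data normalized against buffer-only and known inhibitor Salinomycin.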
AmpC inh no detg: blocks E. coli AmpC beta-lactamase in detergent-free assay | P00811 | AmpC nitrocefin hydrolysis, absorbance 480 nm, 0.0001% Triton | Potency, µM (doses to about 57.1 µM), without a hit: at the top dose activity change, negative = inhibition, usual class: inhibitors | actives 0.52% (n = 330,000);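 also: potency is read from the fitted curve at half-maximal effect; plate controls were no compound for no effect and no enzyme for full effect; nearly all actives have a fitted effect of over 20% in size; some results filed as inactive show a strong effect at the top dose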
Target sequence (P00811 whole entry, looked up): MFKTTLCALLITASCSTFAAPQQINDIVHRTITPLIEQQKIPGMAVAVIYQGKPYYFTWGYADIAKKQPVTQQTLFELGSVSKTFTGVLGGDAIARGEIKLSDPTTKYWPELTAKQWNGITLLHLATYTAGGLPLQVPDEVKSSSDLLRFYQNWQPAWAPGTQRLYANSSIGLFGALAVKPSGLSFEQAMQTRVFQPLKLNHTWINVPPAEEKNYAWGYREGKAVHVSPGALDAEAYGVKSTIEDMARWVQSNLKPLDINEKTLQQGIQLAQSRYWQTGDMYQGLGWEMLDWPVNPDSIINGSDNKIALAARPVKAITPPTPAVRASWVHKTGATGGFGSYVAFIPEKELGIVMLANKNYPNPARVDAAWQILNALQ
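AmpC (5.3 nM in the dispensed reagent) in 20 mM phosphate pH 7.0 with 0.01% (detergent screen) or 0.0001% Triton X-100 was preincubated with compounds for 15 min at room temperature. Nitrocefin was then added from an 800 uM solution, and hydrolysis was followed at 480 nm.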
Tb PYK inh: T. brucei pyruvate kinase inhibition; Q57TT1; actives 0.12% (n = 410,000); Potency, µM (titrated, usually from 76.8 µM), without a hit: at the highest dose activity, negative = inhibition, usual class: inhibitors; TbPYK enzyme, Kinase-Glo Plus ATP luminescence, 45 min; AID 624173; also: potency is read from the fitted curve at half-maximal effect; nearly all actives have a fitted effect of over 50% in size
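Assay buffer: 50 mM TEA pH 7.2, 100 mM KCl, 10 mM MgCl2, 0.05% BSA, 0.01% Tween-20. Pyruvate kinase from T. brucei plus substrate met compound, then ADP (130 uM final). Luminescence was read post 45 min RT.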
LmPK inhibitor: LmPK (Leishmania mexicana) enzyme inhibition; actives 0.37% (n = 290,000); purified LmPK, Kinase-Glo ATP luminescence, 1 h; Potency, µM (doses to about 57.5 µM), for the others: at the highest dose activity change, negative = inhibition, actives largely listed as inhibitors; also: potency is read from the fitted curve at half-maximal effect
Target sequence (Q27686 whole entry, looked up): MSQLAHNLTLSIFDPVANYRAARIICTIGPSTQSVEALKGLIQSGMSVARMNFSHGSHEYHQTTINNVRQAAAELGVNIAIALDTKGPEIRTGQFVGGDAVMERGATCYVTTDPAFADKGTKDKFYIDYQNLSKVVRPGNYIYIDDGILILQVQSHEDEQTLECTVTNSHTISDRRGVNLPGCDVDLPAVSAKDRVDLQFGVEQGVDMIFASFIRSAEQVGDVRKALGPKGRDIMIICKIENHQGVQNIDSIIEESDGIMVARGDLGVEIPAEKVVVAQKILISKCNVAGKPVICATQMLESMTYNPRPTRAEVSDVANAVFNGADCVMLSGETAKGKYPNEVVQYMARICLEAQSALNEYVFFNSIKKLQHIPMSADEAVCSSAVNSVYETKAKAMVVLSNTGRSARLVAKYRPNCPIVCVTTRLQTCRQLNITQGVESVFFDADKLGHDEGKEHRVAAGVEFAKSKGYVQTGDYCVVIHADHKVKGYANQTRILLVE
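ATP generated from ADP (0.1 mM) and PEP (0.5 mM) by 0.1 nM LmPK over 1 h at room temperature (pH 7.2 imidazole buffer) was detected by coupled luciferase luminescence. Values were normalized to uninhibited and no-enzyme wells.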
AMA1-RON2 inh: disrupts binding of P. falciparum AMA1 to RON2 | AlphaScreen AMA1-biotinylated RON2 peptide binding | Potency, µM (series often up to 58.2 µM), inactives show at the highest dose activity change, negative = inhibition, most hits filed as inhibitors | actives 0.2% (n = 360,000);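 also: potency is read from the fitted curve at half-maximal effect; 0% = vehicle wells and -100% = peptide control; nearly all actives have a fitted effect of over 45% in size; some results filed as inactive show a strong effect at the top dose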
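AMA1 (3D7) with his tag at 25 nM final met compounds first, then biotinylated RON2 peptide at 25 nM; detection used donor plus acceptor beads, 10 µg/mL apiece, read by AlphaScreen after 30 min at room temperature.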
AmpC detergent: AmpC beta-lactamase inhibition with detergent present | P00811 | AmpC hydrolysis of nitrocefin, absorbance 480 nm, 0.01% Triton | Potency, µM (series often up to 114 µM), without a hit: top-dose activity change, negative = inhibition, usual class: inhibitors | actives 0.041% (n = 370,000);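 also: potency is read from the fitted curve at half-maximal effect; 0% = no-compound wells and -100% = no-enzyme wells; nearly all actives have a fitted effect of over 25% in size; some results filed as inactive show a strong effect at the top dose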
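AmpC (5.3 nM in the dispensed reagent) in 20 mM phosphate pH 7.0 with 0.01% (detergent screen) or 0.0001% Triton X-100 was preincubated with compounds for 15 min at room temperature. Nitrocefin was then added from an 800 uM solution, and hydrolysis was followed at 480 nm.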
* = called active by the depositor; ? = inconclusive; · = not tested or not shown; & = joins results of further samples; ! = not confirmed by another sample; [ ] = remark or other dose. Unless noted, calls follow the shape of the dose curve; as a rule, active = well fitted curve in the direction sought with a large enough effect; inconclusive = small, poorly fitted or top-dose-only effect, or another doubt; inactive = no such curve, though single readings can be large; an effect the other way counts as inactive or inconclusive. Unless noted, % is scaled to controls: 0 for no effect and ±100 for the full control effect.

SMILES	HCV inh	HCMV inh	AmpC inh no detg	Tb PYK inh	LmPK inhibitor	AMA1-RON2 inh	AmpC detergent
COC(=O)[C@@]12CCCCN1[C@H](c1ccc(-c3ccc(Cl)c(Cl)c3)cc1)[C@H]1C(=O)N(C)C(=O)[C@H]12	14%	13	-12%	-6%	·	15%	·
O=C(O)CC1c2ccccc2CCN1C(=O)Nc1cc(Cl)ccc1Cl (stereo not drawn)	·	12	·	0%	·	·	17%
COC(C(=O)NCc1ccc(C)cc1)c1ccccc1 (stereo not drawn)	-2%	50	-2%	1%	2%	0%	-8%
CC(=O)NC(=S)Nc1ccc(N2CCOCC2)c(S(=O)(=O)Nc2cc(Cl)ccc2Cl)c1	6%	4	-6%	1%	7%	-3%	6%
COc1ccc(NC(=O)Cn2c(CCC(=O)O)ccc2-c2ccccc2)cc1Cl	·	13	·	13%	·	·	-1%
COC(=O)c1cc(C)sc1NC(=O)CC1Nc2ccccc2NC1=O (stereo not drawn)	-24%	130	-32%	-1%	3%[11.5 µM]	17%	-7%
Cc1cccc(N2CCN(C(=O)c3ccc4nc[nH]c4c3)CC2)c1C	5%	?	14%	0%	2%	11%	11%
CCN(CC(=O)NC(C)(C)C)C(=O)c1ccc(Br)cc1	37%[activator]	-24	-6%	-11%	-8%	-7%	-5%
CNC[C@H]1Oc2c(NS(=O)(=O)c3ccc(OC)cc3)cccc2C(=O)N([C@H](C)CO)C[C@H]1C	19%	-15	15%	-2%	·	-3%	·
COc1cc(OC)cc(-c2c(C#Cc3ccsc3)c3cc(-c4ccc5[nH]ccc5c4)ccc3n2C)c1	-4%	-1	-25%	0%	·	-8%	1%
Cc1c(NC(=O)c2ccc(NS(=O)(=O)c3ccccc3)cc2)c(=O)n(-c2ccccc2)n1C	·	-3	-25%	-2%	0%	0%	-9%
Cc1nc2sc3c(c2c(=O)n1NC(=O)CCl)CCCC3	-8%	-64*	-10%	-1%	-6%	62%[activator]	5%
CCCNC(=S)N1CCN(c2nc(-c3cccc(OC)c3)cs2)CC1	?	-34	-17%	-23%	-5%	-11%	-4%
CC(O)(C#CCN1CCCCC1)c1ccccc1 (stereo not drawn)	-5%	-4	1%	-13%	0%	4%	?
CC1CCCCC1NC(=O)c1cccc(N2C(=O)C3C4C=CC(C4)C3C2=O)c1 (stereo not drawn)	?	?	-5%	-11%	-6%	-5%	?
COc1ccc(C(=O)NNC(=O)C2CC=CCC2)cc1 (stereo not drawn)	-5%	42	-9%	-4%	-2%	24%	3%
Cn1nc(C(C)(C)C)cc1C(=O)N1CCCCC1c1cc(C(=O)Nc2ccc3c(c2)OCO3)no1 (stereo not drawn)	·	-22	·	-5%	·	-5%	·
CCCCCCSc1cccc(-c2nc3ccccn3c2NCc2ccccc2)c1	-22%	-65*!	-7%	4%&-1%	·	12%&12%	·
CCCn1c(N)c(C(=O)COc2ccc(Br)cc2F)c(=O)n(C)c1=O	?	?	-5%	2%	1%	21%	3%
CCOc1cc(-c2ccccc2)nc(N)n1	-6%	7	-23%	-4%	-14%	21%	2%
Cc1c(N=NC2=C(O)CC(C)(C)CC2=O)c(=O)n(-c2ccccc2)n1C	6%	-3	-29%	-12%	-13%	128%[activator]	?
COc1ccc(C=C(C(C)=O)C(C)=O)cc1OC	3%	25	-12%	-2%	2%	-1%	?
CCOC(=O)c1c(NC(=O)C2c3ccccc3Oc3ccccc32)sc(C(N)=O)c1C	-19%	?	-33%	3%	2%	-2%	0%
Clc1ccc(C2=CSC3=NCCN23)c(Cl)c1	-16%	-32	·	4%	·	7%	·
C=Cn1ccnc1CC(O)c1ccc(OC)cc1 (stereo not drawn)	18%	?	·	-4%	·	-6%	·
COc1ccc(-c2csc(NC(=O)CCNC(=O)c3ccco3)n2)cc1	·	-7	·	-4%	·	0%	·
Cc1cc(=O)n2nc(N3CCC(C(=O)N4CCN(Cc5ccccc5)CC4)CC3)sc2n1	12%&6%	-23	112%[activator]	-4%	1%	9%	?
Cc1ccc(SCCNC(=O)/C=C/c2ccccc2Cl)cc1	-8%	?	-20%	5%	0%	11%	11%
CN1CCN(c2ccc(NC(=O)Oc3ccccc3)cc2)CC1	18%	-13	-16%	2%	0%	-28%	-7%
Cn1c(SCC(=O)N2CCOCC2)nnc1-c1ccc(NC(=O)c2ccccc2F)cc1	-1%	5	12%	-17%	0%	6%	?
CCn1cc(S(=O)(=O)Nc2ccc(Cl)cc2F)cn1	-4%	7	-3%	2%	-8%	5%	?
Cc1ccc(S(=O)(=O)c2nnn3c2nc(NCc2ccccc2)c2sccc23)cc1	·	?	·	1%	·	·	3%
COc1cccc(/C=N/NC(=S)Nc2cccc(S(=O)(=O)N(C)C)c2)c1	-23%	0	-37%	-14%	6%	69%[activator]	-1%
Cc1cc(S(=O)(=O)N(C)CCc2ccccc2)ccc1-n1cnnn1	21%	26	-7%	1%	3%	-2%	?
O=C(COc1ccc([N+](=O)[O-])cc1)NCc1cccnc1	13%	-27	-11%	-8%	-3%	7%	?
COc1ccc(OC)c(-c2noc(N3CCN(c4cc(C)ccc4C)CC3)n2)c1	·	10	·	-2%	·	·	-4%
Cc1cc(CNC(=O)c2cccc(OC3CCN(S(=O)(=O)N(C)C)CC3)c2)on1	?	13	8%	6%	-1%	0%	6%
COCn1c(-c2cccc(Br)c2)nc2ccccc21	?	57	-9%	-6%	-25%	24%	-7%
COC(=O)c1ccc(OCCN2C3=NCCN3c3ccccc32)cc1	?	42	30%	-4%	4%	-9%	13%
CCOC(=O)NC1(C(F)(F)F)C(=O)N(Cc2ccccc2)C2=C1C(=O)CC(C)(C)C2 (stereo not drawn)	16%	4	54%	·	-1%	-14%	?
Cc1cc(CC(C)C)n(-c2nc3ccccc3c(=O)n2OCC(N)=O)n1	12%	16	6%	-12%	0%	23%	-14%
O=C(NCC(c1ccco1)N1CCN(c2ccccc2)CC1)c1ccc2c(c1)OCO2 (stereo not drawn)	-15%	-7	25%	1%	8%	3%	?
Cc1ccc(C)c(-c2nnc(NC(=O)c3ccco3)o2)c1	-6%[8.37 µM]	-12	?	-9%	·	97%[activator]	?
Nc1c(Cl)ncnc1N1CCN(c2ncnc(Cl)c2N)CC1	3%	13	-13%	5%	-1%	-1%	?
CCc1ccc(Nc2n[n+](-c3ccccc3)c(-c3ccc(C(=O)O)cc3)s2)cc1	3%	11	-30%	-12%	7%	-7%	-4%
COc1ccc2[nH]c(=O)c(C(c3nnnn3C3CCCC3)N3CCN(Cc4ccc5c(c4)OCO5)CC3)cc2c1 (stereo not drawn)	?	-40	7%	9%	-3%	-5%	-2%
Cc1c(Br)c([N+](=O)[O-])nn1CC(=O)NCc1ccccn1	·	5	-22%	1%	2%	13%	-8%
CCOC(=O)CSc1ncnc2c1cnn2-c1ccc(C)cc1C	8%	-1	-5%	-14%	-1%	-2%	?
Cc1nc2ccc(N)cc2c(=O)n1Cc1ccc(Cl)cc1	-3%	48	-33%	-7%	7%	28%	1%
O=C(N/N=C\c1ccc(-c2ccccc2[N+](=O)[O-])o1)C1COc2cc3ccccc3cc2O1 (stereo not drawn)	-11%	3	-36%	-21%	3%	8%	1%
Cc1ccc(C(=O)OCC(=O)NC(=O)c2cccn2C)cc1[N+](=O)[O-]	-24%	-34	-26%	-3%	1%	-20%	7%
Cc1ccc(C)c(S(=O)(=O)Nc2ccc(C(=O)NCCCN3CCOCC3)cc2)c1	?	-17	-2%	0%	·	4%	-20%
CCOC(=O)Nc1ccccc1N1C(=O)c2ccccc2C1=O	21%	7	-13%	-7%	2%	9%	?
CCOC(=O)c1ccc(Nc2nc3ccccc3n3c(C)nnc23)cc1	·	6	·	-2%	·	·	19%
NC(=O)c1c(NC(=O)c2cc(-c3ccc(F)cc3)on2)sc2c1CCCC2	·	-13	·	-13%	·	·	18%
COc1ccc(CCNC(=O)C2CCN(S(=O)(=O)c3ccc(F)cc3)CC2)cc1	0%	-5	-5%	2%	10%	12%	-8%
COc1cc(C(C)=O)ccc1OCC(=O)Nc1ccc(Cl)c(S(=O)(=O)N2CCOCC2)c1	13µM*	65	91%[activator]	-1%	·	-2%	?
Cn1cc(Br)c(C(=O)NN2C(=O)C3C(C2=O)C2C=CC3C23CC3)n1 (stereo not drawn)	13%	-37	-15%	-4%	1%	-1%	-5%
OCCC1CN(Cc2cnc(-c3ccc(Cl)cc3)nc2)CCN1C1CCCCC1 (stereo not drawn)	13µM*	?	83%[activator]	-2%	2%	-2%	1%
CCc1ccc(C(=O)NCC2COc3ccccc3O2)o1 (stereo not drawn)	1%	21	2%	0%	1%	-4%	-10%

Additional compounds.
SMILES	HCV inh	HCMV inh	AmpC inh no detg	Tb PYK inh	LmPK inhibitor	AMA1-RON2 inh	AmpC detergent
Cc1cccc(Nc2ccc3nonc3c2[N+](=O)[O-])c1C	?	-23	-16%	5%	-3%	8%	2%
CCOc1cccc(-c2c(C(=O)N/N=C/c3ccoc3)nnn2-c2nonc2N)c1	1%	-13	-41%	-10%	4%	82%[activator]	-1%
COc1cccc(CN(C)C(=O)c2csc3c2CCCC3)c1OC	14%	11	16%	-4%	6%	13%	-10%
CCOC(=O)c1sc(N)nc1C(C)C	-2%	-4	2%	-11%	0%	7%	-3%
COCCN1C(=O)CCC1(C)C(=O)Nc1ccc2c(c1)OCCO2 (stereo not drawn)	·	38	·	-10%	·	23%	·
Cc1cc(C(=O)NCC(=O)Nc2c(C)cccc2C)c(C)o1	6%	2	-6%	1%	5%	-7%	-1%
CC(=O)c1ccc(OCCCC(=O)NC2CCCc3ccccc32)cc1 (stereo not drawn)	?	-86*	-6%	-10%	0%	-1%	-7%

Rewritten bar-delimited: entries from further up.
SMILES | HCV inh | HCMV inh | AmpC inh no detg | Tb PYK inh | LmPK inhibitor | AMA1-RON2 inh | AmpC detergent
Cc1c(NC(=O)c2ccc(NS(=O)(=O)c3ccccc3)cc2)c(=O)n(-c2ccccc2)n1C | · | -3 | -25% | -2% | 0% | 0% | -9%
CC(=O)c1ccc(OCCCC(=O)NC2CCCc3ccccc32)cc1 (stereo not drawn) | ? | -86* | -6% | -10% | 0% | -1% | -7%
COc1cccc(/C=N/NC(=S)Nc2cccc(S(=O)(=O)N(C)C)c2)c1 | -23% | 0 | -37% | -14% | 6% | 69%[activator] | -1%
Cn1c(SCC(=O)N2CCOCC2)nnc1-c1ccc(NC(=O)c2ccccc2F)cc1 | -1% | 5 | 12% | -17% | 0% | 6% | ?
COc1cc(C(C)=O)ccc1OCC(=O)Nc1ccc(Cl)c(S(=O)(=O)N2CCOCC2)c1 | 13µM* | 65 | 91%[activator] | -1% | · | -2% | ?
